Diaphorase inh: diaphorase inhibitors and chemical oxidizers, primary screen, counter-screen for diaphorase-coupled primary assays, biochemical, uHTS, resorufin fluorescence. diaphorase resazurin-to-resorufin fluorescence, NADH, 16 min; bacterial (C. kluyveri) enzyme, not human. hit rate 0.69% among 190,000. inhibition, % at 20 µM;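 active = primary screen inhibition at 20 µM above a set limit, cut at about 50% in these data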;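 note: plate controls were DMSO with full reaction for no effect and wells lacking NADH for full effect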
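System: Diaphorase enzyme from Clostridium kluyveri | Amount: Enzyme working solution with 0.14 U/mL diaphorase | Benchmarks: No-NADH positive control and DMSO neutral control | Signal: Fluorescence of resorufin formed from resazurin, Ex 544/Em 590 nm | Schedule: 16-min room-temperature incubation before reading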
PMI activator: activators of human PMI, primary screen, biochemical, fluorescence intensity, near-Km mannose 6-phosphate; Mannose-6-phosphate isomerase (Homo sapiens), P34949; purified human PMI, coupled resazurin fluorescence, 20 min; hits give high values; 1 = vehicle control, 0 substrate-free wells; activation factor at 20 µM; hit rate 0.005% among 190,000;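 active = activation factor of 2 or more at 20 µM, relative to plate controls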
Diaphorase act: compounds boosting diaphorase resazurin reduction – biochemical, uHTS, resorufin fluorescence, counter-screen for diaphorase-coupled primary assays, primary screen. Diaphorase/resazurin coupled assay, 16 min; hits give high values; 1 = vehicle wells, 0 = NADH-free wells. activation factor at 20 µM. hit rate 0.005% among 190,000. AID 1229, 2008;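 active = diaphorase activity raised at least twofold by the compound at 20 µM; inactive = activation factor below 2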
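Material: Purified diaphorase enzyme from Clostridium kluyveri | Buffer or medium: 50 mM HEPES pH 7.4 with 4.542 mM MgCl2, 0.005% Tween 20 | Times: 16 min enzyme reaction, ambient temperature | Signal: Red resorufin fluorescence at 544/590 nm excitation/emission | Measure: Increased resorufin signal from activators or reducing compounds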
S1P3 antag: S1P3 receptor antagonists, primary screen, cell-based | Sphingosine 1-phosphate receptor 3 (Homo sapiens), Q99500 | CHO S1P3 NFAT-BLA reporter, FRET fluorescence, antagonist mode | inhibition, % at 4.98 µM | hit rate 0.27% among 170,000 | AID 485, 2006;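 active = inhibition above the plate cutoff, the mean inhibition of test wells on that plate plus 3 SD, cut at about 28% in these data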;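 note: cells challenged with S1P at its EC80 of 0.8 µM; blue over green emission ratio from cleaved BLA substrate after 4 h stimulation; 0% = S1P-stimulated wells and 100% = unstimulated DMSO-only wells; some compounds past the cut are filed as inactive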
Target sequence (Q99500 whole entry, looked up): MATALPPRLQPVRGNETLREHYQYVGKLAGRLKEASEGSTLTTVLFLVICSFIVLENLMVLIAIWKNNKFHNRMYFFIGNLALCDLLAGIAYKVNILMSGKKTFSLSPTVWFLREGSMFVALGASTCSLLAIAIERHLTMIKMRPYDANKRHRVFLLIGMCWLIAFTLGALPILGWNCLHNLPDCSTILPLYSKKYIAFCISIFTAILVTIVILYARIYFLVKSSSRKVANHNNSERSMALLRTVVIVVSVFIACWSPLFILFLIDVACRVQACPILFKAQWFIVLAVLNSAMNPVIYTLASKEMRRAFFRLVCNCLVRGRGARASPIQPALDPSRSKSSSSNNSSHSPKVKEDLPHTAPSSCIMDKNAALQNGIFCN
PPARg SRC-1 ag: PPARgamma agonists recruiting SRC-1 coactivator, primary screen, biochemical; hit rate 0.41% among 200,000; activation, % at 8 µM; PPARgamma-SRC-1 coactivator recruitment biochemical assay; Peroxisome proliferator-activated receptor gamma (Homo sapiens), P37231; in the data active = activation above about 19%;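 note: 0% = DMSO and 100% = reference agonist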
Target sequence (P37231 whole entry, looked up): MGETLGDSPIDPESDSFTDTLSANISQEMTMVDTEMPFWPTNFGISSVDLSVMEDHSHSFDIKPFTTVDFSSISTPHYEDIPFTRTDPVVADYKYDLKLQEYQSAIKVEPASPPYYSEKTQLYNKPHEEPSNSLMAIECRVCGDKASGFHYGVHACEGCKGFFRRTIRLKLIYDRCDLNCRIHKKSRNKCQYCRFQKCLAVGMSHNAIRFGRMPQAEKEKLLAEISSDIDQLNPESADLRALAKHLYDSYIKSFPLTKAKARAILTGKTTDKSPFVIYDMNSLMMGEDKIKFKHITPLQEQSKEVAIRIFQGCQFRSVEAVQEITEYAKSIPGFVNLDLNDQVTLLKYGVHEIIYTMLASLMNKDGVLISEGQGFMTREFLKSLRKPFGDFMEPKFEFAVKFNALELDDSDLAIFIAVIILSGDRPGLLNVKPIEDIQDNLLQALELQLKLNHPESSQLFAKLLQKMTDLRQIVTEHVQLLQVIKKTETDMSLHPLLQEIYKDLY
PPARg SRC-2 ag: agonists of PPARg-SRC-2 recruitment, primary screen, biochemical, HTS. Peroxisome proliferator-activated receptor gamma (Homo sapiens), P37231. PPARgamma LBD-SRC-2 recruitment. activation, % at 8 µM. hit rate 0.34% among 200,000; in the data active = activation above about 22%;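 note: 0% = vehicle and 100% = reference agonist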
G6PDH CS: L. mesenteroides G6PDH inhibitors, counter-screen for G6PDH-coupled screening assays, biochemical, Leuconostoc mesenteroides enzyme | glucose-6-phosphate dehydrogenase [Leuconostoc mesenteroides] | Purified L. mesenteroides G6PDH, diaphorase/resazurin coupled fluorescence, 45 min | inhibition, % at 5 µM | hit rate 0.12% among 200,000 | AID 1020, 2008; in the data active = inhibition above about 50%
ROMK primary: ROMK potassium channel modulators, primary screen, cell-based, thallium flux, MLSMR library. hit rate 2% among 130,000. Tet-inducible ROMK, thallium flux fluorescence; actives lie on both sides. ATP-sensitive inward rectifier potassium channel 1 (Homo sapiens), P48048. B-score at 10 µM;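 active = signal ratio slope over the read window, or its plate-corrected B-score, at least 3 SD from the plate mean, either direction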;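 note: B-score of the F/F0 ratio slope over 7 to 12 s after thallium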
PMI act hi M6P: human PMI activators, high substrate, primary screen, biochemical, fluorescence intensity, near-saturating mannose 6-phosphate; Mannose-6-phosphate isomerase (Homo sapiens), P34949; coupled PMI enzyme assay, resazurin fluorescence, 20 min; hits give high values; 1 = untreated enzyme, 0 = substrate-free blank; activation factor at 20 µM; AID 1216, 2008; hit rate 0.34% among 190,000;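 active = activation factor of 2 or more at 20 µM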
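Test system: human phosphomannose isomerase with PGI, G6PDH, diaphorase coupling enzymes; Amount: PMI at 15 ng/mL final; Reagent: Mannose-6-phosphate 1.0 mM (near-saturating) plus 0.22 mM NADP+; Timing: 20 min, room temperature; Technique: resorufin fluorescence at Ex 544/Em 590 nm; Dosing: 20 µM single dose.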
PPARg SRC-3 ag: PPARgamma agonists recruiting SRC-3 coactivator, primary screen, biochemical | hit rate 0.26% among 200,000 | biochemical PPARgamma/SRC-3 coactivator recruitment assay | activation, % at 8 µM | Peroxisome proliferator-activated receptor gamma (Homo sapiens), P37231; in the data active = activation above about 23%;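 note: 0% = DMSO and 100% = reference agonist; some compounds past the cut are filed as inactive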
SRC2 TRFRET art: TR-FRET signal artefacts, primary screen, artefact control for PPARgamma SRC-2 agonist project, biochemical | TR-FRET ratio at 8 µM | hit rate 0.4% among 200,000 | TR-FRET artefact counter-screen; hits give high values; in the data active = TR-FRET ratio above about 2000; note: inactives centre near 1500
Active calls of the source: *.

Screening O=C(Cn1cc(C(F)(F)F)ccc1=O)N/N=C/c1ccc(F)cc1 returned Diaphorase inh 4, PMI activator 1, Diaphorase act 1, S1P3 antag 1, PPARg SRC-1 ag 8, PPARg SRC-2 ag 8, G6PDH CS 0, PMI act hi M6P 1, PPARg SRC-3 ag 3 and SRC2 TRFRET art 1728.
For O=[N+]([O-])c1ccc(Cl)c(C2Nc3cccc4cccc(c34)N2)c1 the results were Diaphorase inh 57*, PMI activator 0.6, Diaphorase act 0.4, PPARg SRC-1 ag 1, PPARg SRC-2 ag 12, G6PDH CS 7, PMI act hi M6P 0.4, PPARg SRC-3 ag 3 and SRC2 TRFRET art 1457.
Screening CC(=O)NS(=O)(=O)c1ccc(N=c2ssc3c2-c2ccc(C)cc2NC3(C)C)cc1 returned Diaphorase inh 22, PMI activator 1.1, Diaphorase act 0.8, S1P3 antag 3, PPARg SRC-1 ag 6, PPARg SRC-2 ag 7, G6PDH CS -4, PMI act hi M6P 0.9, PPARg SRC-3 ag 2 and SRC2 TRFRET art 1525.
Screening O=S1(=O)CC(N2CCOCC2)c2ccccc21 (stereo not given) returned Diaphorase inh -9, PMI activator 1, Diaphorase act 1.1, S1P3 antag -32, PPARg SRC-1 ag -10, PPARg SRC-2 ag -11, G6PDH CS 21, PMI act hi M6P 1.1, PPARg SRC-3 ag 12 and SRC2 TRFRET art 1456.
CCOC(=O)C1CCCN(CC(=O)Nc2c(C(=O)OC)[nH]c3ccccc23)C1 (stereo not given) was read as Diaphorase inh 6, PMI activator 1.1, Diaphorase act 0.9, S1P3 antag 18, PPARg SRC-1 ag -2, PPARg SRC-2 ag -3, G6PDH CS 4, ROMK primary 1.2, PMI act hi M6P 1.1, PPARg SRC-3 ag -10 and SRC2 TRFRET art 1412.
`CCCCNC(=O)c1nnn(-c2ccccc2)c1N` gave Diaphorase inh 5, PMI activator 1, Diaphorase act 1, S1P3 antag 14, PPARg SRC-1 ag 2, PPARg SRC-2 ag 7, G6PDH CS 3, PMI act hi M6P 1, PPARg SRC-3 ag -1 and SRC2 TRFRET art 1491.
N#Cc1cc2ccccc2nc1SCC(=O)Nc1ccccc1N1CCOCC1 was read as Diaphorase inh 25, PMI activator 0.9, Diaphorase act 0.7, PPARg SRC-1 ag -5, PPARg SRC-2 ag 0, G6PDH CS 4, ROMK primary -0.011, PMI act hi M6P 0.9, PPARg SRC-3 ag 6 and SRC2 TRFRET art 1435.
For C=CCn1c(SCC(O)Cn2c3ccccc3c3ccccc32)nnc1-c1ccco1 (stereo not given) the results were Diaphorase inh 33, PMI activator 0.8, Diaphorase act 0.7, S1P3 antag -22, PPARg SRC-1 ag 2, PPARg SRC-2 ag 2, G6PDH CS -2, ROMK primary 0.097, PMI act hi M6P 0.8, PPARg SRC-3 ag 4 and SRC2 TRFRET art 1431.
For S=C(c1ccccc1)N(c1ccccc1)c1ccccc1 the results were Diaphorase inh 14, PMI activator 0.9, Diaphorase act 0.9, PPARg SRC-1 ag -2, PPARg SRC-2 ag 7, G6PDH CS 14, PMI act hi M6P 0.9, PPARg SRC-3 ag -1 and SRC2 TRFRET art 1587.
Cc1ccc(S(=O)(=O)N2C(=S)SCC2(C)C)cc1 was read as Diaphorase inh 21, PMI activator 1, Diaphorase act 0.8, S1P3 antag -60, PPARg SRC-1 ag -8, PPARg SRC-2 ag 0, G6PDH CS 1, PMI act hi M6P 1, PPARg SRC-3 ag -3 and SRC2 TRFRET art 1446.
For O=C(Nc1ccccc1)n1ccc(-c2ccc(-n3ccnc3)cc2)n1 the results were Diaphorase inh -12, PMI activator 1.1, Diaphorase act 1.1, S1P3 antag -13, PPARg SRC-1 ag -2, PPARg SRC-2 ag 0, G6PDH CS 6, ROMK primary -0.057, PMI act hi M6P 1, PPARg SRC-3 ag 1 and SRC2 TRFRET art 1442.
Screening O=C(NCc1ccccc1)N[C@@H](Cc1ccccc1)C(=O)O returned Diaphorase inh 5, PMI activator 1, Diaphorase act 0.9, S1P3 antag -27, PPARg SRC-1 ag -3, PPARg SRC-2 ag 1, G6PDH CS 3, PMI act hi M6P 1, PPARg SRC-3 ag 0 and SRC2 TRFRET art 1550.
Screening Cc1ccc(S(=O)(=O)CC(=O)NC(C)(C)C)cc1 returned Diaphorase inh -6, PMI activator 1, Diaphorase act 1.1, PPARg SRC-1 ag 4, PPARg SRC-2 ag -1, G6PDH CS 0, ROMK primary -0.044, PMI act hi M6P 1, PPARg SRC-3 ag 3 and SRC2 TRFRET art 1626.
`OCCN(CCO)CC(O)Cn1c2ccccc2c2ccccc21` (stereo not given) gave Diaphorase inh -3, PMI activator 1.1, Diaphorase act 1, S1P3 antag 11, PPARg SRC-1 ag 2, PPARg SRC-2 ag 3, G6PDH CS 6, ROMK primary 0.31, PMI act hi M6P 1, PPARg SRC-3 ag -2 and SRC2 TRFRET art 1579.
`O=C(CCl)NCCNC(=O)c1cc(OCC(F)(F)F)ccc1OCC(F)(F)F` gave Diaphorase inh 6, PMI activator 1.1, Diaphorase act 0.9, S1P3 antag -32, PPARg SRC-1 ag 2, PPARg SRC-2 ag 5, G6PDH CS 1, ROMK primary -0.25, PMI act hi M6P 1, PPARg SRC-3 ag 4 and SRC2 TRFRET art 1581.
For O=C(N/N=C/c1ccco1)C1CC(=O)N(c2ccccc2)C1 (stereo not given) the results were Diaphorase inh 0, PMI activator 1.1, Diaphorase act 1, S1P3 antag -6, PPARg SRC-1 ag 3, PPARg SRC-2 ag -15, G6PDH CS 4, ROMK primary 0.59, PMI act hi M6P 1.1, PPARg SRC-3 ag -1 and SRC2 TRFRET art 1308.
Screening CC(=O)C(Cc1ccccc1)NC(=O)CCl (stereo not given) returned Diaphorase inh 9, PMI activator 1.1, Diaphorase act 0.9, S1P3 antag 7, PPARg SRC-1 ag 9, PPARg SRC-2 ag 6, G6PDH CS 6, ROMK primary -0.12, PMI act hi M6P 1, PPARg SRC-3 ag 5 and SRC2 TRFRET art 1616.
`COc1ccc(/C(C)=N/NC(=S)NCCc2ccccc2)cc1` gave Diaphorase inh 6, PMI activator 1, Diaphorase act 0.9, S1P3 antag 4, PPARg SRC-1 ag -4, PPARg SRC-2 ag 2, G6PDH CS -3, ROMK primary -0.64, PMI act hi M6P 0.9, PPARg SRC-3 ag -2 and SRC2 TRFRET art 1710.
`COc1ccc(C2c3c(oc4ccccc4c3=O)C(=O)N2CC2CCCO2)cc1` (stereo not given) gave Diaphorase inh 13, PMI activator 1, Diaphorase act 0.9, S1P3 antag -17, PPARg SRC-1 ag -2, PPARg SRC-2 ag -3, G6PDH CS 9, PMI act hi M6P 1, PPARg SRC-3 ag -11 and SRC2 TRFRET art 1367.
Screening COCCCn1c(C)c(C(C)=O)cc(NC(=O)c2ccccc2)c1=O returned Diaphorase inh -7, PMI activator 1.2, Diaphorase act 1.1, S1P3 antag -5, PPARg SRC-1 ag 1, PPARg SRC-2 ag -5, G6PDH CS 4, ROMK primary 2, PMI act hi M6P 1, PPARg SRC-3 ag 0 and SRC2 TRFRET art 1557.
For CCCc1[nH]n(-c2ccc([N+](=O)[O-])cc2)c(=O)c1C=NCCN1CCNCC1 the results were Diaphorase inh 12, PMI activator 0.8, Diaphorase act 0.9, S1P3 antag -10, PPARg SRC-1 ag -6, PPARg SRC-2 ag 0, G6PDH CS -2, ROMK primary -2.6, PMI act hi M6P 0.9, PPARg SRC-3 ag -2 and SRC2 TRFRET art 1393.
CCc1cccc(C)c1NC(=O)C1CCCO1 (stereo not given) was read as Diaphorase inh 7, PMI activator 1.1, Diaphorase act 0.9, S1P3 antag -29, PPARg SRC-1 ag 4, PPARg SRC-2 ag 5, G6PDH CS 6, PMI act hi M6P 1, PPARg SRC-3 ag -4 and SRC2 TRFRET art 1478.
COc1cc(C2Nc3ccc4ncccc4c3C3=C2C(=O)CCC3)cc(OC)c1OC (stereo not given) was read as Diaphorase inh 32, PMI activator 0.7, Diaphorase act 0.7, S1P3 antag -6, PPARg SRC-1 ag -7, PPARg SRC-2 ag -4, G6PDH CS 16, ROMK primary 1.1, PMI act hi M6P 0.5, PPARg SRC-3 ag 1 and SRC2 TRFRET art 1396.
For Cc1noc(NS(=O)(=O)c2ccc(NC(=O)CSc3n[nH]c(-c4ccccc4)n3)cc2)c1C the results were Diaphorase inh 26, PMI activator 1, Diaphorase act 0.7, S1P3 antag -2, PPARg SRC-1 ag 1, PPARg SRC-2 ag 8, G6PDH CS -4, PMI act hi M6P 0.9, PPARg SRC-3 ag 1 and SRC2 TRFRET art 1756.

Source: PubChem BioAssay
